V-ATPase pH = yeast V-ATPase proton transport regulation by pHLuorin. S. cerevisiae, pHLuorin cytosolic pH fluorescence. response, % at 10 µM. hit rate 0.37% among 350,000. AID 504577; in the data active = response mostly above about 7.3%, no sharp cut-off; inactive = mostly below about 5.4%; note: actives read high; inactives centre near 0; some compounds called inactive have numbers as strong as hits; reference of the scale not given here
PKA-R1A act = activates the PKA-R1A holoenzyme complex; P00514+P68181; PKA-R1A dissociation, Cy5-IP20 fluorescence polarization; scaled: DMSO 0%, 113 µM cGMP 100%; activation, % at 11.4 µM; hit rate 0.083% among 340,000; AID 504707;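 active = percent activation above the mean of all tested compounds plus 3 SD, cut at about 19% in these data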;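 note: higher means more PKAc released from R1A so a rise in polarization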
HTR5A ag = activates human HTR5A in OPRM1-OPRD1 agonist counter-screen. activation, % at 9.3 µM. AID 504692. HTR5A agonist assay, luminescence, cell-based. hit rate 0.61% among 340,000. P47898; in the data active = activation mostly above about 9.5%, no sharp cut-off; inactive = mostly below about 7.6%;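 note: 0% = cells with vehicle only and 100% = reference agonist; strong numbers were not always called active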
MOR-DOR ag = agonists of human mu-delta opioid receptor heterodimerization | P35372+P41143 | cells, OPRM1-OPRD1 heterodimerization, luminescence | activation, % at 9.3 µM | hit rate 0.3% among 340,000; in the data active = activation above about 18%;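 note: 0% = vehicle-treated cells and 100% = reference agonist; values of inactives mirror those of a sister screen read the other way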
Target sequence (P35372 whole entry, looked up): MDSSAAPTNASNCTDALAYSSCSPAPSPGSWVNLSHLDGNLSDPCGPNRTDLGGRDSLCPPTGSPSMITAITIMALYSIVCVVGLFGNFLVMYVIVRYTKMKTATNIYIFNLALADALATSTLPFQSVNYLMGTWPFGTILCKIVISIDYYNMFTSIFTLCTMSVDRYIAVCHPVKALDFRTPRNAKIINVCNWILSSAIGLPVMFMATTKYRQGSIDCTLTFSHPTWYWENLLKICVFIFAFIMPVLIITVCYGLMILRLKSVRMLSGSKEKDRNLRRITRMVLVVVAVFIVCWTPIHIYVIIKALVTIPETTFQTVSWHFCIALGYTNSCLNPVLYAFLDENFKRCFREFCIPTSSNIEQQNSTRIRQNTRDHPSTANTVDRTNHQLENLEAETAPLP
Target sequence (P41143 whole entry, looked up): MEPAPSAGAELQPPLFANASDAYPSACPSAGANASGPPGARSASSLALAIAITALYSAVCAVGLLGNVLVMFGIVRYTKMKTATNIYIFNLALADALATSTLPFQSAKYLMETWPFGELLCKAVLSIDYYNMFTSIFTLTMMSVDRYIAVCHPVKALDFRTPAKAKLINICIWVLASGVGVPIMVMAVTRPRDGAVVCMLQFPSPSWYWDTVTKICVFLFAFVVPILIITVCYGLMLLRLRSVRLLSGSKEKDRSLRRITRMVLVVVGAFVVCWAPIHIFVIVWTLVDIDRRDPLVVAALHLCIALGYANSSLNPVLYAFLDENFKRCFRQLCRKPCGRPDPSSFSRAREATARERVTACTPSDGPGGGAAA
PKA-R2B act = PKA-R2B complex activation | P22694+P31323 | activation, % at 11.4 µM | PKA-R2B holoenzyme dissociation, Cy5-IP20 fluorescence polarization; R2B truncated from residue 108, S112A mutant; 0% DMSO only, 100% 113 µM cGMP | hit rate 0.079% among 340,000;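 active = activation above a cutoff set at the mean over all compounds plus 3 SD, cut at about 18% in these data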;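 note: higher means more holoenzyme dissociation and a rise in polarization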
Pemphigus Ab inh = inhibitors of pemphigus antibody binding to human desmoglein-3; DSG3-coupled beads, scFv-anti-DSG3-GFP binding, flow cytometry; hits give low values; binding (percent of control), % at 10 µM; hit rate 0.48% among 310,000;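 active = binding more than 3 SD below its plate's average and above zero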;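 note: hits lower antibody fragment binding to DSG3; some compounds called inactive have numbers as strong as hits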
DAGLB inh = blocks human DAGLB lipase activity; inhibition, % at 5.17 µM; HEK293T DAGLB membrane lysate, EnzChek fluorogenic substrate; hit rate 0.059% among 340,000; Q8NCG7; in the data active = inhibition above about 34%;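 note: 0% = enzyme with vehicle and 100% = wells lacking enzyme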
Arr AP2 block = blocks beta-arrestin peptide binding to AP2 adaptin. FITC-arrestin peptide / GST-AP2 beads, flow cytometry; AP2 beta2 appendage carries R879A mutation. hit rate 0.31% among 340,000. AID 504490. inhibition, % at 10 µM;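 active = inhibition above a set limit, near 3 SD of compounds lacking own fluorescence, cut at about 54% in these data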;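 note: plate controls were DMSO wells for no effect and 5 µM unlabelled arrestin peptide for full effect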
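Measured by: flow cytometry, FL1 (488/535 nm); Material: AP2 appendage R879A on GSH beads; Evaluation: percent response; Timing: pre-incubation 12 min, peptide binding 1 h, room temperature; Also added: 50 nM FITC-arrestin peptide; Medium: PBS with 0.05% Tween 20 and 0.1% BSA.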
HTR5A inv ag = inverse agonist of human HTR5A in OPRM1-OPRD1 counter-screen; P47898; HTR5A cell line, luminescence, inverse agonism; inhibition, % at 9.3 µM; hit rate 0.083% among 340,000; in the data active = inhibition mostly above about 23%, no sharp cut-off; inactive = mostly below about 18%;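 note: 0% = cells with DMSO and 100% = no-cell wells with DMSO; some compounds called inactive have numbers as strong as hits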
MOR-DOR inv ag = inverse agonists of human mu-delta opioid receptor heterodimerization; P35372+P41143; cell-based MOR-DOR heterodimer luminescence, inverse agonism; hit rate 0.21% among 340,000; inhibition, % at 9.3 µM; in the data active = inhibition above about 22%, passing the limit was not always enough;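 note: 0% = cells with DMSO and 100% = wells without cells with DMSO; values of inactives mirror those of a sister screen read the other way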
Active calls of the source: *; x = not tested or not shown.

SMILES	V-ATPase pH	PKA-R1A act	HTR5A ag	MOR-DOR ag	PKA-R2B act	Pemphigus Ab inh	DAGLB inh	Arr AP2 block	HTR5A inv ag	MOR-DOR inv ag
O=C(CN1CCN(c2ccc(O)cc2)CC1)Nc1cc(S(=O)(=O)N2CCCCC2)ccc1Cl	-3	-12	-4	2.8	-3	106	5	14	12	-14
Cc1[nH][nH]c(=O)c1N=Nc1ccc(F)cc1	1	-4	0	-2.8	-5	105	1	-6	-1	13
O=S(=O)(NCc1cccnc1)c1ccc(Cl)c2ccccc12	1	-1	-2	0.8	2	x	3	-4	5	-6
COc1cc2c(cc1OC)CN(C(=O)c1cc(S(=O)(=O)N3CCOCC3)c(Cl)cc1Cl)CC2	2	3	0	-1.3	10	107	0	1	-5	7
CCOC(=O)c1oc2ccccc2c1NC(=O)C(C)(C)C	-5	5	5	-0.4	-3	116	-4	3	-11	2
COc1ccc(N2CCN(C(=O)CNC(=O)c3cn(-c4ccccc4OC)c(=O)c4ccccc34)CC2)cc1	2	2	0	1.2	2	x	2	-19	-16	-5
Cc1cccc(C(=O)c2ccccc2C(=O)O)c1O	-1	-10	-2	-2.9	-2	122	3	2	-17	13
Cc1cc(NC(=O)COC(=O)C2CC(=O)N(c3ccc(Br)cc3)C2)no1 (stereo not drawn)	5	-8	-4	-0.3	6	x	1	-13	11	2
O=C(NNC(=S)Nc1ccc(F)cc1)c1cccc([N+](=O)[O-])c1	-1	-3	-3	-3.2	-2	x	8	-15	8	16
CC(C(=O)N1CCN(c2ccc([N+](=O)[O-])cc2)CC1)N1C(=O)C2CC=CCC2C1=O (stereo not drawn)	2	3	-4	-0.9	4	104	0	-43	1	5
COc1cc(NC(=O)CCN2CCOCC2)cc(OC)c1	-1	-4	2	-3.6	0	105	-1	-14	-6	17
CCCC(=O)Nc1c2c(nn1-c1ccc(C)cc1)CS(=O)(=O)C2	-2	4	-3	-1.0	-10	107	-9	45	11	5
CC(C)N1CCC2(CC1)N=C(c1ccc3c(c1)OCO3)CC(c1cc(Cl)ccc1O)N2 (stereo not drawn)	-1	-5	4	1.4	-10	101	10	-1	1	-7
Cc1ccc(-c2c(C)n([O-])c3c([n+]2=O)CCCC3)cc1	0	5	-3	-1.4	2	100	2	18	7	7
COC(=O)CC1C(=O)NCCN1C(=O)CSc1nnnn1-c1ccc(OC)cc1 (stereo not drawn)	7	-3	0	0.2	-11	106	3	-8	1	-1
COc1ccccc1NS(=O)(=O)c1ccc(Cl)c(NC(=O)CN2C(=O)c3ccccc3C2=O)c1	-1	-8	0	-1.7	-9	128	1	18	4	9
O=C(CSc1nc(O)c(Cc2ccccc2)c(=O)[nH]1)Nc1nnc(SCc2ccccc2)s1	-2	-3	3	-4.4	1	102	15	40	-7	22
CC(=O)/C(=C/N(C)C)C(=O)Nc1ccc(Cl)cc1Cl	0	0	3	-1.0	1	105	3	37	3	5
Cc1ccc(NC(=S)N2CCC(O)CC2)c(C)c1	0	-3	1	1.9	-5	93	-1	17	-3	-13
CC(C)(C)[C@@H]1C=C(C(=O)N2CCOCC2)O[C@H](OCc2ccc(CO)cc2)C1	-1	1	-1	-0.8	10	98	-1	1	-24	4

One compound at a time (already shown). Screens in order: V-ATPase pH, PKA-R1A act, HTR5A ag, MOR-DOR ag, PKA-R2B act, Pemphigus Ab inh, DAGLB inh, Arr AP2 block, HTR5A inv ag, MOR-DOR inv ag
Shown for `Cc1ccc(NC(=S)N2CCC(O)CC2)c(C)c1` : 0, -3, 1, 1.9, -5, 93, -1, 17, -3, -13
Shown for `COC(=O)CC1C(=O)NCCN1C(=O)CSc1nnnn1-c1ccc(OC)cc1` (stereo not drawn) : 7, -3, 0, 0.2, -11, 106, 3, -8, 1, -1
Shown for `CC(=O)/C(=C/N(C)C)C(=O)Nc1ccc(Cl)cc1Cl` : 0, 0, 3, -1.0, 1, 105, 3, 37, 3, 5
Shown for `COc1cc(NC(=O)CCN2CCOCC2)cc(OC)c1` : -1, -4, 2, -3.6, 0, 105, -1, -14, -6, 17
Shown for `O=C(NNC(=S)Nc1ccc(F)cc1)c1cccc([N+](=O)[O-])c1` : -1, -3, -3, -3.2, -2, x, 8, -15, 8, 16

(next part)
SMILES	V-ATPase pH	PKA-R1A act	HTR5A ag	MOR-DOR ag	PKA-R2B act	Pemphigus Ab inh	DAGLB inh	Arr AP2 block	HTR5A inv ag	MOR-DOR inv ag
Cc1ccc(N=C(NOC(=O)c2ccccc2)c2nonc2N)c(C)c1	-4	2	4	14	-2	105	-3	17	-15	-78
COCCCNC(=S)N/N=C/c1ccccc1O	-1	-1	2	-0.6	7	x	0	13	-30	3
O=C(Cn1c(=S)[nH]c2ccccc21)c1ccccc1	0	-1	4	-1.5	-14	107	2	-14	-15	8
COc1ccc(Cl)cc1C(=O)Nc1ccc(S(N)(=O)=O)cc1	-1	9	7	-0.1	1	86	-1	38	-20	1
CCOc1ccc(NC(=O)CN(C)C(=O)COc2cccc(CC)c2)cc1OCC	1	-2	0	-2.5	-13	104	1	-15	-1	13
CC1OC(OCC2OC(Oc3c(-c4ccc(O)cc4)oc4cc(O)cc(O)c4c3=O)C(O)C(O)C2O)C(O)C(O)C1O (stereo not drawn)	-1	0	1	-0.7	-3	102	3	12	-35	4
Clc1ccccc1CN1CCN(/N=C/C=C/c2ccco2)CC1	-3	-5	2	3.5	1	x	-2	-19	-5	-17
COc1ccc(-c2cc(CNC(=O)CN(C)Cc3ccccc3)on2)cc1	3	-8	-2	-2.6	-1	108	-3	33	-3	15
O=C(/C=C/c1cccs1)c1ccc(N2CCOCC2)cc1	1	-6	2	-0.8	7	95	1	-5	-4	5
O=C(c1sc2ccccc2c1Cl)N1CCN(c2ccc(F)cc2)CC1	1	3	3	2.7	0	68	-18	0	-34	-15
COc1ccc(C2C(C(=O)Nc3cccc(C)n3)c3ccccc3C(=O)N2C)cc1OC (stereo not drawn)	1	4	-5	-1.4	0	x	-1	-8	-4	9
COCCNC(=S)N(CCc1c(C)[nH]c2ccc(C)cc12)Cc1cc(OC)c(OC)c(OC)c1	1	-7	7	-0.6	-4	99	-1	9	-19	4
COc1ccccc1/C=C/c1nc(S(=O)(=O)c2ccccc2)c(N2CCC(C(N)=O)CC2)o1	7	2	1	-2.2	6	102	-2	21	-2	11
COc1ccc(C(NC(=O)CC(C)C)NC(=O)CC(C)C)cc1OC	3	10	2	-1.5	-2	107	-1	-5	-7	6
CCN(CC)S(=O)(=O)c1cc(C(=O)OCC(=O)Nc2cccc(S(=O)(=O)N(C)C)c2)ccc1F	1	-5	1	-2.0	-6	101	-2	0	-3	11
O=C(COc1ccc2c(c1)OCO2)Nc1ccc2c(c1)oc1ccccc12	-1	-1	16*	3.4	-10	108	-10	-2	-58	-18
O=C(c1ccco1)N1CCN(C(c2cccs2)c2sc3ncnn3c2O)CC1 (stereo not drawn)	4	2	0	-0.7	15	84	-4	-3	-3	4
CC1=C(C(=O)N2CCN(C(=O)c3ccco3)CC2)C2(CCC(C)CC2)OC1=O (stereo not drawn)	-2	3	-7	-2.5	-7	109	3	4	18	13
CC(Sc1ccc(Cl)cc1)C(=O)NCC(c1ccco1)N1CCCCC1 (stereo not drawn)	-2	-6	4	1.8	-6	x	1	3	-12	-11
CC(C)COCC(O)CCC(=O)NNC(=S)Nc1ccccc1 (stereo not drawn)	-3	-2	-1	0.0	-8	99	-2	31	-14	0
Cc1nc2ccc(NC(=O)NCCO)cc2s1	2	5	3	1.1	-10	115	-1	-1	-12	-6
Cc1cc(C)cc(OCC(=O)N(C)CC(=O)Nc2ccc(Cl)c(C(F)(F)F)c2)c1	-4	-3	12	2.5	-9	x	-2	2	-30	-10
CS(=O)(=O)NCCCCNc1ccc(C(F)(F)F)cc1[N+](=O)[O-]	-1	-6	5	-1.3	3	98	2	54	-13	7
N#Cc1nc(NCC(F)F)nc(Nc2cc(F)cc(F)c2)n1	2	5	12	21*	12	103	-15	3	-37	-119
COc1cccc(-n2cnc(=O)c3cccnc32)c1	2	11	-8	0.1	5	102	0	18	-7	-1
CC(CN1CC(=O)NC(=O)C1)N1CC(=O)NC(=O)C1 (stereo not drawn)	-2	-2	x	x	3	100	-5	x	x	x
COc1ccc([N+](=O)[O-])cc1NS(=O)(=O)c1ccccc1	2	-10	-5	-3.3	-1	104	0	-11	13	20
O=C(COC(=O)CSc1ccc(F)cc1)NNC(=O)c1ccc([N+](=O)[O-])cc1	4	0	-3	-1.2	-2	103	1	-4	22	7
Cc1c(C(=O)N2CCCCC2)nnn1-c1nonc1N	2	-12	6	-0.9	5	100	0	21	-13	6
CCOc1ccc(S(=O)(=O)NCCCN2CCOCC2)c2ccccc12	1	-5	0	-1.4	-4	106	1	7	0	8
N=c1ccn(Cc2ccc(Cl)cc2Cl)cc1	-1	-9	0	-1.1	-1	x	0	0	-1	6
CC(=O)Oc1ccc([C@@H]2COc3c(ccc4c3C=CC(C)(C)O4)C2)c(OC(C)=O)c1	2	-4	0	0.1	-5	101	-12	-3	4	-1
CCO[C@@H]1OC(C(=O)NC2CC2)=C[C@H](c2ccc(Br)cc2)[C@H]1CCCO	6	0	5	-2.5	-10	102	-2	-1	0	14
COc1ccc(NC(=O)Cn2c(NCC(C)O)nc3ccccc32)cc1Cl (stereo not drawn)	-2	-6	x	x	-5	96	-3	-14	x	x
O=C(N[C@H]1C/C=C\C[C@@H](CC(=O)N(CCO)Cc2ccccc2)C(=O)NC[C@H](c2ccccc2)OC1=O)OCC1c2ccccc2-c2ccccc21	2	-3	-6	-5.0	6	91	3	36	17	29

4 entries from above, with each value named:
CC1=C(C(=O)N2CCN(C(=O)c3ccco3)CC2)C2(CCC(C)CC2)OC1=O (stereo not drawn)
- V-ATPase pH: -2
- PKA-R1A act: 3
- HTR5A ag: -7
- MOR-DOR ag: -2.5
- PKA-R2B act: -7
- Pemphigus Ab inh: 109
- DAGLB inh: 3
- Arr AP2 block: 4
- HTR5A inv ag: 18
- MOR-DOR inv ag: 13
CC(Sc1ccc(Cl)cc1)C(=O)NCC(c1ccco1)N1CCCCC1 (stereo not drawn)
- V-ATPase pH: -2
- PKA-R1A act: -6
- HTR5A ag: 4
- MOR-DOR ag: 1.8
- PKA-R2B act: -6
- Pemphigus Ab inh: x
- DAGLB inh: 1
- Arr AP2 block: 3
- HTR5A inv ag: -12
- MOR-DOR inv ag: -11
CC(C)COCC(O)CCC(=O)NNC(=S)Nc1ccccc1 (stereo not drawn)
- V-ATPase pH: -3
- PKA-R1A act: -2
- HTR5A ag: -1
- MOR-DOR ag: 0.0
- PKA-R2B act: -8
- Pemphigus Ab inh: 99
- DAGLB inh: -2
- Arr AP2 block: 31
- HTR5A inv ag: -14
- MOR-DOR inv ag: 0
Cc1nc2ccc(NC(=O)NCCO)cc2s1
- V-ATPase pH: 2
- PKA-R1A act: 5
- HTR5A ag: 3
- MOR-DOR ag: 1.1
- PKA-R2B act: -10
- Pemphigus Ab inh: 115
- DAGLB inh: -1
- Arr AP2 block: -1
- HTR5A inv ag: -12
- MOR-DOR inv ag: -6

Bioassay records as filed in PubChem.
